Compound activity deposited in PubChem by National Center for Advancing Translational Sciences (NCATS).
GoLoco inh red: blocks human Gai1 binding to RGS12 GoLoco peptide, red readout. 0.44% of 230,000 active. P63096. Gai1:RGS12 GoLoco peptide FP, rhodamine, 10 min. Potency, µM (doses to about 61.6 µM), inactives show top-dose activity, negative = inhibition, actives largely listed as inhibitors; active = well fitted inhibition curve with a large enough effect, not every such curve was filed as active; inactive = no such curve, though single readings can be large or run the other way; also: nearly all actives have a fitted effect of over 30% in size; many of its hits are not listed in these tables
TR SRC2 fluor cs: alters Texas Red total fluorescence, flagging assay interference; TRb/SRC2 Texas Red total fluorescence interference; Potency, µM (top dose mostly 106 µM), without a hit: at the highest dose fluorescence change, negative = quenching; 0.29% of 280,000 active; active = well fitted curve in either direction with a large enough effect; inconclusive = small, poorly fitted or top-dose-only effect
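Human TRβ ligand-binding domain (0.6 uM) and Texas Red SRC2 peptide (20 nM) in Tris buffer with 1 uM T3 and 5% DMSO were incubated with pinned compound for 5 hr at ambient temperature. Total fluorescence was computed as S + 2P (555/632 nm).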
GAA glycogen: inhibitors or activators of human alpha-glucosidase glycogen cleavage | P10253 | recombinant GAA, glycogen substrate, Amplex Red glucose oxidase fluorescence | Potency, µM (titrated, usually from 76.4 µM), inactives show at the highest dose activity change, negative = inhibition, usual class: inhibitors | 0.38% of 300,000 active;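 also: 0% = full enzyme reaction and -100% = no-enzyme basal signal; the screen sought inhibitors and activators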
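Recombinant human alpha-glucosidase (4 nM final) hydrolysed bovine liver glycogen (30 ug) for 40 min at 37 C in pH 5.0 citrate/phosphate with 0.01% Tween-20. Released glucose detected by glucose oxidase/Amplex Red, Ex 573/Em 610 nm. Compounds up to 77 uM; AC50 from Hill fits.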
RECQ1 helicase: inhibitors of human RECQ1 DNA helicase; P46063; RECQ1 DNA unwinding, red fluorescence kinetic read; Potency, µM (highest dose often 57.3 µM), without a hit: at the highest dose activity, negative = inhibition, actives largely listed as inhibitors; 0.54% of 240,000 active;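 also: plate controls were vehicle for no effect and no enzyme for full effect; nearly all actives have a fitted effect of over 30% in size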
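50 nM RECQ1T1 preincubated 15 min with compound in Tris pH 8.0 buffer with MgCl2, DTT, Tween-20 and 2.5 ug/ml poly(dI-dC); started with 200 nM TAMRA/BHQ-2 forked duplex and 2 mM ATP. Unwinding read as fluorescence (525/598 nm), two reads 2 h apart.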
aGlu spleen mod: inhibits or activates alpha-glucosidase in human spleen homogenate. human spleen homogenate, 4-MU-alpha-glucoside fluorescence. Potency, µM (highest dose often 79.9 µM), for the others: at the highest dose activity change, negative = inhibition, most hits filed as inhibitors. P10253. 0.006% of 240,000 active;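 also: 0% = enzyme with vehicle and -100% = no enzyme basal signal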
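Human spleen homogenate (1 ug) incubated with compounds and 1 mM 4-methylumbelliferyl-alpha-D-glucopyranoside in pH 5.0 citrate/phosphate buffer, 37 C, 40 min. Stopped at pH 10; 4-MU fluorescence (Ex 365/Em 440 nm); AC50 by Hill fit.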
TRb-SRC2 inh: disrupts binding of human TR beta to SRC2; Potency, µM (highest dose often 106 µM), for the others: at the top dose activity change, negative = inhibition, hits mostly inhibitors; 0.065% of 280,000 active; TRbeta-SRC2 peptide binding, fluorescence polarization; receptor liganded with 1 µM T3;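 also: plate controls were bound peptide for no effect and peptide without receptor for full effect; nearly all actives have a fitted effect of over 50% in size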
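Decrease in fluorescence polarization of 20 nM Texas Red SRC2 coactivator peptide flagged inhibition of its binding to 0.6 uM TRb LBD; 1 uM T3 included, incubation 5 hr, ex 555/em 632 nm.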
L3MBTL1 block: L3MBTL1 (human) inhibition. Q9Y468. AlphaScreen L3MBTL1–H3K9me1 peptide binding. Potency, µM (series often up to 57.1 µM), for the others: at the highest dose activity, negative = inhibition, usual class: inhibitors. 0.66% of 230,000 active. AID 485360; also: nearly all actives have a fitted effect of over 60% in size
Target sequence (Q9Y468 whole entry, looked up): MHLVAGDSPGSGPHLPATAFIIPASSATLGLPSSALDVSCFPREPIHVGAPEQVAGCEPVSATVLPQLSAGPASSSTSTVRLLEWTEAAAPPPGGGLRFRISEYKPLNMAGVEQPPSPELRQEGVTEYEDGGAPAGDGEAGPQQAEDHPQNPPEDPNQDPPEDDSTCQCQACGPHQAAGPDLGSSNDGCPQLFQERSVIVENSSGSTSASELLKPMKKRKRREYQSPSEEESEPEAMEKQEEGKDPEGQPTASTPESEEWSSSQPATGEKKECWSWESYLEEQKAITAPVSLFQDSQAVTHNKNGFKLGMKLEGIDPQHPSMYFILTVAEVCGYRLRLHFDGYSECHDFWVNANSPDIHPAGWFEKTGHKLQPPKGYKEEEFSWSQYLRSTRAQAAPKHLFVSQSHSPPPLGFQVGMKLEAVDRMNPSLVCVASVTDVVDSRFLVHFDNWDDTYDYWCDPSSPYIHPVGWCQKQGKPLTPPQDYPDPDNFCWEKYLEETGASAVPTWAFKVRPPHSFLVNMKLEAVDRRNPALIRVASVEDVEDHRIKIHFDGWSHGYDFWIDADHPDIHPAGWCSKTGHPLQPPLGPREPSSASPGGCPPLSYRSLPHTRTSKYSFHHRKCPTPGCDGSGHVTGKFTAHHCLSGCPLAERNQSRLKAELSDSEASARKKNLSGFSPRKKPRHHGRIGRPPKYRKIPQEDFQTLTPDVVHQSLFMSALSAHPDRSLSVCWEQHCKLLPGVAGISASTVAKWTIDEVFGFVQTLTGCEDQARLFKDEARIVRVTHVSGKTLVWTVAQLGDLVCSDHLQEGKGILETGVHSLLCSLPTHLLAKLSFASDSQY
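Displacement of a biotinylated histone H3(1-15) peptide monomethylated at Lys9 (75 nM) from L3MBTL1 (50 nM) was measured by AlphaScreen after a 30 min room-temperature compound incubation; cefsulodin titration served as intraplate control.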
GAA inhib: blocks human lysosomal alpha-glucosidase. P10253. 0.005% of 200,000 active. Potency, µM (highest dose often 76.9 µM), without a hit: top-dose activity change, negative = inhibition, usual class: inhibitors. purified human GAA, 4-MU-alpha-glucoside fluorescence. AID 1466;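 also: plate controls were uninhibited enzyme wells for no effect and no-enzyme background for full effect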
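Enzyme (4 nM final) mixed with compound (up to 77 uM), then 4-MU-alpha-D-pyranoside (400 uM final) added; 20 min at room temperature, pH 5.0. Reaction stopped at pH 10, fluorescence read, AC50 derived by Hill fit.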
The depositor's hits bear a star; i = inactive; ? = inconclusive; . = no result given; & = joins results of further samples; [ ] = remark or other dose. Unless noted, calls follow the shape of the dose curve; as a rule, active = well fitted curve in the direction sought with a large enough effect; inconclusive = small, poorly fitted or top-dose-only effect, or another doubt; inactive = no such curve, though single readings can be large; an effect the other way counts as inactive or inconclusive. Unless noted, % is scaled to controls: 0 for no effect and ±100 for the full control effect; potency is read from the fitted curve at half-maximal effect. These rows are one share of the data. The share of hits here may be higher or lower than overall.

SMILES	GoLoco inh red	TR SRC2 fluor cs	GAA glycogen	RECQ1 helicase	aGlu spleen mod	TRb-SRC2 inh	L3MBTL1 block	GAA inhib
O=C(c1ccc(S(=O)(=O)Cc2ccccc2Cl)c([N+](=O)[O-])c1)N1CCN(c2ccccn2)CC1	7%	-1%	4%	-17%	8%	-1%	.	-8%
c1ccc(NC(=NCc2ccco2)c2ccccc2)cc1	2%	0%	-7%	1%	2%	1%	-2%	?
Cc1ccsc1C1C(C#N)=C(N)N(N(C)C)C2=C1C(=O)CC(C)(C)C2 (centres undefined)	13%	1%	?	-8%	0%	-9%	-2%	0%
CCOc1cc(/C=N/n2nnnc2N)ccc1OCc1c(C)no[n+]1[O-]	-18%	-6%	4%	-5%	-2%	-4%	13%	4%
c1ccc(-c2ncc(CSc3nncn3-c3ccccc3)s2)cc1	22%	2%	-13%	-2%	-2%	-4%	.	-1%
CCC(CC)NC(=O)CN(c1ccccc1OC)S(=O)(=O)c1cccs1	5%	-2%	3%	-2%	1%	1%	.	.
COc1ccc(NC(=O)CSc2nc3ncccc3[nH]2)cc1OC	7%	-2%	0%	-9%	-13%	-18%	.	-9%
COc1ccc2c(c1)OC1(C)CC2C(C(=O)c2ccccc2OC)C(=O)N1 (centres undefined)	0%	-1%	-2%	-17%	-3%	2%	-1%	6%
Cc1nc2[nH]c(=S)n(C)c(=O)c2nc1C	-13%	-2%	-5%	-1%	5%	-9%	3%	-3%
S=C(NCc1ccccc1)NCc1ccccn1	7%	0%	7%	-2%	2%	1%	.	.
Cc1cc(-n2c(SCc3ccccc3F)nc3n[nH]c(C)c3c2=N)ccc1Cl	-2%	-1%	-3%	-4%	4%	-1%	.	-8%
CCOC(=O)Cc1nnc(Nc2ccc(C)cc2)c2ccccc12	10%	-3%	-8%	-3%	3%	9%	7%[11.4 µM]	-5%
O=C(Cc1ccc(F)cc1)N1CCN=C1SCc1ccc([N+](=O)[O-])cc1	-1%	-12%	-11%	-3%	-3%	3%	-7%	-12%
CC(C)c1ccc(/C=C2\NC(=S)N(Cc3cccnc3)C2=O)cc1	6%	0%	1%	i	-12%	-4%	-5%	.
Nc1nonc1-n1nnc(C(=O)N/N=C/c2cc(Br)ccc2O)c1CSC1=NCCS1	11%	-18%	-3%	-12%	-15%	-2%	-14%	-7%
COC(=O)c1nc(NC(=O)c2ccccc2Cl)n[nH]1	2%	2%	1%	i	-4%	-22%	.	-1%
COc1cccc(/C=N/NC(=O)CNC(=O)COc2cccc(C)c2)c1O	0%	-2%	1%	-12%	-1%	2%	22%	.
O=C(O)c1cccc(NS(=O)(=O)c2ccc(-c3ccc(S(=O)(=O)Nc4cccc(C(=O)O)c4)cc3)cc2)c1	3%	-1%	-22%	39%[activator]	8%	-10%	-12%	6%
Cc1nc(N2CCOCC2)c2nc(-c3ccccc3)n(CCN3CCCCC3)c2n1	1%	2%	.	0%	-4%	2%	.	.
CSC1=C(C#N)C(c2cccs2)CC(=O)N1C (centres undefined)	-4%	-5%	-6%	0%	-14%	-1%	5%	?
COc1cc(OC)c2c(c1C(CCN1CCOCC1)c1ccc(N(C)C)cc1)OC(=O)CC2c1ccc(N(C)C)cc1 (centres undefined)	-1%	-1%&-2%	1%	?	-7%&-7%	-3%&4%	.	.
Cc1ccc(OC(=S)Nc2ccc(F)cc2)cc1	-14%	-4%	-4%	i	3%	5%	3%	3%
COCCCn1c(CCC(=O)O)ccc1-c1ccc(F)cc1	7%	4%	5%	4%	25%	6%	-6%	?
Cc1c(NC(=S)N/N=C/c2ccc(Br)cc2)c(=O)n(-c2ccccc2)n1C	-3%	2%	-25%	-2%	6%	5%	.	.
COc1cc(OC)cc(C(=O)NC2=NCCS2)c1	7%	0%	7%	-6%	6%	-19%	.	-7%
CC(=O)N1CCN(c2ccccc2NC(=O)c2cc(Br)ccc2Cl)CC1	2%	1%	-1%	-6%	-4%	15%	-22%	-1%
CCOC(=O)Cc1csc(SCC(=O)Nc2cc(Cl)ccc2Oc2ccccc2)n1	12%	-1%	-6%	-17%	1%	-8%	.	-6%
CC1(C)CC(C(CC(=O)N2CCCC2)Cc2ccccc2)CCO1 (centres undefined)	6%	-7%	-2%	-10%	-2%	-1%	.	?
Cc1ccc(CN2CCN(Cc3cc(=O)c4ccccc4[nH]3)CC2CCO)o1 (centres undefined)	3%	-1%	-8%	-4%	-2%	-3%	-11%	10%
CCCC(C(=O)NC1=NCCS1)c1ccccc1 (centres undefined)	-2%	-5%	2%	-5%	-7%	8%	-7%	2%

A draw from above in order of SMILES length, lowest first:
SMILES	GoLoco inh red	TR SRC2 fluor cs	GAA glycogen	RECQ1 helicase	aGlu spleen mod	TRb-SRC2 inh	L3MBTL1 block	GAA inhib
Cc1ccc(OC(=S)Nc2ccc(F)cc2)cc1	-14%	-4%	-4%	i	3%	5%	3%	3%
COc1cc(OC)cc(C(=O)NC2=NCCS2)c1	7%	0%	7%	-6%	6%	-19%	.	-7%
COc1cccc(/C=N/NC(=O)CNC(=O)COc2cccc(C)c2)c1O	0%	-2%	1%	-12%	-1%	2%	22%	.
Cc1ccc(CN2CCN(Cc3cc(=O)c4ccccc4[nH]3)CC2CCO)o1 (centres undefined)	3%	-1%	-8%	-4%	-2%	-3%	-11%	10%
COc1cc(OC)c2c(c1C(CCN1CCOCC1)c1ccc(N(C)C)cc1)OC(=O)CC2c1ccc(N(C)C)cc1 (centres undefined)	-1%	-1%&-2%	1%	?	-7%&-7%	-3%&4%	.	.

(further entries)
SMILES	GoLoco inh red	TR SRC2 fluor cs	GAA glycogen	RECQ1 helicase	aGlu spleen mod	TRb-SRC2 inh	L3MBTL1 block	GAA inhib
N/C(=N\OC(=O)/C=C/c1ccccc1)c1cccnc1	2%	-3%	-9%	i	10%	-3%	12%	8%
CC(C)(C)c1nc(N)nc(=O)[nH]1	9%	-1%	2%	-11%	0%	-6%	59%[activator]	.
CC(C)CNC(=O)CCc1nc(-c2ccccc2)no1	-4%	-3%	-6%	i	3%	-6%	-11%	?
CCOC(=O)c1ncn2c1C(=O)OC2(C)C	-1%	-2%	12%	i	4%	-6%	-8%	3%
Cc1nc2c(-c3ccc(F)cc3)c(C)nn2c(C)c1CCC(=O)N1CCOCC1	-5%	-7%	-13%	-6%	4%	-4%	.	-1%
CSc1ccccc1NC(=O)CSCc1ccc(Br)cc1	11%	-1%	0%	-11%	5%	6%	57%[activator]	-7%
CC(=O)Nc1ccc(SCC(=O)OCC(=O)NC(=O)NCCC(C)C)cc1	5%	1%	-6%	0%	4%	1%	.	3%
CN(C)c1nc(-c2ccccc2)cc(C(F)(F)F)c1C#N	.	-4%	-23%	-4%	12%	-1%	169%[activator]	9%
COCCCNC(c1ccccc1)c1ccncc1 (centres undefined)	2%	0%	6%	-9%	0%	-10%	8%	1%
O=C(CSc1nnc(CNc2ccc(Cl)cc2)n1Cc1ccccc1)NCc1ccco1	10%	-2%	-4%	-1%	-6%	1%	-10%	-5%
CCCCOc1ccc(Cl)cc1CSc1nncn1N	1%	-6%	-4%	-15%	-2%	4%	6%	1%
CC(C)(C)NC(=O)C(c1ccc(O)cc1)N(C(=O)CCC(=O)Nc1nccs1)c1ccc(F)cc1 (centres undefined)	14%	-1%	-7%	i	0%	-2%	-1%	-9%
N#CC1(NC(=O)COc2ccc3oc4ccccc4c3c2)CCCCC1	-4%	-1%	4%	-2%	-3%	7%	-9%	2%
CC1(C)CC(NC(=O)COc2ccc([N+](=O)[O-])cc2)CC(C)(C)N1	-16%	-6%	0%	i	2%	-3%	4%	3%
CCCCCN=C(C)c1c(O)c2ccccc2oc1=O	.	1%	-7%	i	-4%	-20%	3%	0%
O=C(NC1CCCCC1)c1ccccc1NC(=O)C1CC1	-9%	0%	0%	-5%	1%	14%	-5%	1%
COc1ccc(-c2nnc3sc(CCN4C(=O)c5ccccc5C4=O)nn23)cc1	20%	-4%	2%	-6%	-16%	-20%	-5%	2%
CC(C(=O)NCC1CCCO1)n1cc([N+](=O)[O-])cn1 (centres undefined)	-1%	-4%	-5%	-8%	-1%	-6%	-5%	-1%
COc1ccc2c(N)c(C(=O)NN)[nH]c2c1	6%	-1%	?	-1%	-5%	-5%	.	.
Cc1ccc(S(=O)(=O)Cc2ccc(C(=O)N3CCc4ccccc4C3)o2)cc1	9%	-1%	2%	-29%	2%	1%	.	2%
COc1ccc(-n2cnc3cc(NC(=O)c4ccco4)ccc32)cc1	6%	2%	-2%	i	1%	-1%	.	-9%
O=C(Nc1nnc(-c2ccco2)o1)c1ccc(S(=O)(=O)N2CCCC2)cc1	-2%	-2%	2%	-10%	-3%	0%	.	-2%
COc1ccc(-n2c3c(cc(C(=O)Nc4cccc(C)n4)c2=O)C(=O)CC(C)(C)C3)cc1	4%	-3%	-2%	i	0%	-3%	4%	8%
C/C(CC(O)(/C=N/O)c1ccccc1)=N\O (centres undefined)	1%	-1%	-26%	-4%	-18%	-19%	4%	-10%
CCOC(=O)C(C#N)c1ccccn1 (centres undefined)	4%	-1%	8%	-2%	7%	-13%	.	?
O=C(COC(=O)c1ccco1)NCc1ccc(F)cc1	0%	0%	14%	i	2%	2%	13%	6%
COc1cc(C)c(N(C(C)=O)c2ccccc2)c(C)c1	1%	-3%	0%	-1%	0%	-4%	3%	-3%
COc1cc(/C=C/C(=O)/C=C(O)/C=C/c2ccc(O)c(OC)c2)ccc1O	15%&73%	-7%&-10%	.	-17%&-9%	0%&-26%	-5%&4%	-6%	.
COc1ccc(CCNC(=O)COC(=O)Cn2cnc3ccccc3c2=O)cc1	7%	-1%	4%	-1%	-2%	-4%	.	.
Cc1cc(C)cc(NC(=S)N(CCN(C)C)C(C)c2cccnc2)c1 (centres undefined)	4%	-4%	2%	0%	1%	0%	.	0%
O=S(=O)(NC1c2cccc3cccc(c23)C1Sc1ncccn1)c1ccccc1 (centres undefined)	2%	4%	-9%	-12%	1%	4%	-6%	-12%
O=C1c2ccccc2C(=O)c2cc(S(=O)(=O)Nc3cccc4cccnc34)ccc21	.	-1%	.	i	-1%	4%	.	.
